WRN helicase inh – qHTS for Inhibitors of WRN Helicase. Bifunctional 3'-5' exonuclease/ATP-dependent helicase WRN (Homo sapiens), Q14191. WRN helicase unwinding, fluorescent forked duplex, kinetic. Potency, µM (top dose mostly 114 µM), inactives show at the top dose activity change, negative = inhibition, actives largely listed as inhibitors. 360,000 compounds, 0.46% hits; note: potency is the fitted concentration of half-maximal effect; % is set by controls: 0 for no effect and ±100 for the full control effect; nearly all actives have a fitted effect of over 55% in size
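WRN at 20 nM final preincubated with compound 15 min at room temperature; reaction started with 100 nM fluorophore/quencher forked duplex oligonucleotide and 2 mM ATP final. Unwinding followed kinetically by red fluorescence (ex 525, em 598 nm).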
CCT chaperon mod – High-Throughput Screening for Modulators of Cytosolic Chaperonin Activity; purified chaperonin ATPase assay, HTRF ADP detection, 30 min; AID 651819, 2012; activity change, % (no concentration beside the values), hits read low; 360,000 compounds, 0.3% hits; in the data active = activity change below about -30%; note: % is set by controls: 0 for no effect and ±100 for the full control effect
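ATPase activity: ADP formed was measured by HTRF Transcreener (665/615 nm ratio) after 30 min at 37 deg C with 10 uM ATP. Compounds screened at one 76 uM concentration against 40 or 20 nM TRiC in Tris pH 7.4/KCl/MgCl2/DTT buffer.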
EPAC1 agonist – qHTS for Agonist of cAMP-regulated guanine nucleotide exchange factor 3 (EPAC1): primary screen | 360,000 compounds, 0.073% hits | EPAC1 agonist qHTS, biochemical assay; response scale: 100% = response to 6.5 mM cAMP | Potency, µM (highest dose often 154 µM), without a hit: at the top dose activation, actives largely listed as activators | Rap guanine nucleotide exchange factor 3 (Homo sapiens), O95398 | AID 720707, 2013; note: potency is the fitted concentration of half-maximal effect; nearly all actives have a fitted effect of over 60% in size
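Nucleotide exchange by EPAC1 (100 nM) on Rap1B–BODIPY-GDP (250 nM) in the presence of 50 uM GDP is tracked fluorescently at 480/540 nm over 30 min. Signals are normalized to a 6.5 mM cAMP control.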
PLK1 PBD inh – qHTS for Inhibitors of PLK1-PDB (polo-like kinase 1 - polo-box domain): Primary Screen. Potency, µM, for inactives: max response, negative = inhibition, usual class: inhibitors. AID 720504, 2013. Plk1 PBD binding of FITC phosphopeptide, fluorescence polarization. 360,000 compounds, 2.8% hits; note: potency is the fitted concentration of half-maximal effect; series mostly up to about 57 µM; % is set by controls: 0 for no effect and ±100 for the full control effect; nearly all actives have a fitted effect of over 65% in size
Target sequence (P53350 whole entry, looked up, the tested form may be a part): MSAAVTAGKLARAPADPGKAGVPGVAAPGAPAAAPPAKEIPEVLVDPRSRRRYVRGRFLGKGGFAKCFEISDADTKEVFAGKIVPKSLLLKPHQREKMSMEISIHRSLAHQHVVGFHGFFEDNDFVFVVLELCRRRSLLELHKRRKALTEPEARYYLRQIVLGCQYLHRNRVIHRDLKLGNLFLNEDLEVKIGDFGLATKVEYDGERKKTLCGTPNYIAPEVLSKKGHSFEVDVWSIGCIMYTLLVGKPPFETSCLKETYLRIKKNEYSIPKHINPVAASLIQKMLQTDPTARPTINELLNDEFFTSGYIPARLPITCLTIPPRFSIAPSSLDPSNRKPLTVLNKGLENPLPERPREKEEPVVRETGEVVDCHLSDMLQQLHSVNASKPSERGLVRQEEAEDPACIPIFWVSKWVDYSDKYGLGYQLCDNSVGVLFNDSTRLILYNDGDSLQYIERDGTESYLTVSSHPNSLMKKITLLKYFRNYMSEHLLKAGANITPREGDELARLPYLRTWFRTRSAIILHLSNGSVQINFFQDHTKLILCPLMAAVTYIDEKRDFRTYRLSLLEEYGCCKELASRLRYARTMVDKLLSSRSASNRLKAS
MmCpn inh – Inhibitors of TCP-1 ring complex (TRiC) of Methanococcus maripaludis (MmCpn): qHTS. purified Mm-Cpn ATPase, ADP Transcreener TR-FRET. Potency, µM (series often up to 76.9 µM), for inactives: top-dose activity, negative = inhibition, most hits filed as inhibitors. 330,000 compounds, 0.031% hits. AID 504842, 2011; note: potency is the fitted concentration of half-maximal effect; % is set by controls: 0 for no effect and ±100 for the full control effect; nearly all actives have a fitted effect of over 80% in size
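ATPase turnover read by TR-FRET ADP competition (Eu cryptate antibody/ADP-d2, 665/590 nm): 10uM ATP final, 25nM Mm-CPN final, 30 min 37degC after 10-min compound preincubation, pH 7.4 Tris/KCl/MgCl2/DTT buffer.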
EPAC1 antag – qHTS for Antagonist of cAMP-regulated guanine nucleotide exchange factor 3 (EPAC1): primary screen. EPAC1 GEF assay, Rap1b-BODIPY-GDP exchange fluorescence. Potency, µM (highest dose often 115 µM), inactives show at the highest dose activity change, negative = inhibition, hits mostly inhibitors. AID 720709, 2013. 360,000 compounds, 0.14% hits. Rap guanine nucleotide exchange factor 3 (Homo sapiens), O95398;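 note: potency is the fitted concentration of half-maximal effect; plate controls were vehicle for no effect and positive control for full effect; nearly all actives have a fitted effect of over 50% in size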
PI5P4Ka inh – qHTS for Inhibitors of phosphatidylinositol 5-phosphate 4-kinase (PI5P4K); PI5P4Kalpha enzyme, ADP-Glo luminescence, 60 min; stronger effect = lower value; max response, %; 330,000 compounds, 1.2% hits; AID 652105, 2013; active = max response of -50% or lower; inconclusive = between -30% and -50%; inactive = -30% or higher; note: value at the top dose of about 77 µM; % is set by controls: 0 for no effect and ±100 for the full control effect
Target sequence (P48426 whole entry, looked up): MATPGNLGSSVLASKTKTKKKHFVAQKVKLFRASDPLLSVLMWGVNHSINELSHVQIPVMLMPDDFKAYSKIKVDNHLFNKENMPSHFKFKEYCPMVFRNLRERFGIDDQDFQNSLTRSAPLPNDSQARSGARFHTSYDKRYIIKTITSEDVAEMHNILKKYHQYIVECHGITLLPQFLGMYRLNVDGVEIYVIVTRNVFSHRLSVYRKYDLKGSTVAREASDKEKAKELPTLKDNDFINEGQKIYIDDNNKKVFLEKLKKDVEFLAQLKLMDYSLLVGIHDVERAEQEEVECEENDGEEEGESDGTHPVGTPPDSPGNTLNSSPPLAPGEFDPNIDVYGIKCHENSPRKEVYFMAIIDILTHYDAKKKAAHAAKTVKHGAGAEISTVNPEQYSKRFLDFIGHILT
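PI5P4Kalpha ADP-Glo assay; 5 microM ATP final; 60 min RT reaction; HEPES pH 7.4/EGTA/CHAPS, 5% DMSO; controls lacking substrate or enzyme; luminescent end-point.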
EPAC2 antag – qHTS for Antagonist of cAMP-regulated guanine nucleotide exchange factor 2 (EPAC2): primary screen | Potency, µM (series often up to 114 µM), for inactives: at the highest dose activity, negative = inhibition, most hits filed as inhibitors | 360,000 compounds, 0.18% hits | EPAC2 GEF exchange of Rap1B-BODIPY-GDP, fluorescence | Rap guanine nucleotide exchange factor 4 (Homo sapiens), Q8WZA2; note: potency is the fitted concentration of half-maximal effect; % is set by controls: 0 for no effect and ±100 for the full control effect; nearly all actives have a fitted effect of over 45% in size; many of its hits are not listed in these tables
* marks the source's active call; other numbers are inactive results; ? = inconclusive; · = no result given; [ ] = dose if it differs, or a comment. Unless noted, calls come from the whole dose curve; as a rule, active = well fitted curve in the direction sought with a large enough effect; inconclusive = small, poorly fitted or top-dose-only effect, or another doubt; inactive = no such curve, though single readings can be large; an effect the other way counts as inactive or inconclusive. An excerpt; rates above refer to the full screens.

[1] Cc1csc(NC(=O)NC2(C(F)(F)F)Oc3ccccc3O2)n1
[2] COc1ccc(NC(=O)COC(=O)C2COc3ccccc3O2)cc1OC (stereo not given)
[3] Cc1ccc(NC(=O)C2(C)CCN2Cc2csc3ccccc23)cc1 (stereo not given)
[4] Cc1noc(C)c1C(=O)Nc1nccs1
[5] CNC(=S)N/N=C/c1cc(Br)cc(Br)c1O
[6] COCCCn1c(SCC(=O)NC(C)C)nnc1-c1ccccc1
Compound	1	2	3	4	5	6
WRN helicase inh	-14%	8%	1%[57.1 µM]	5%	-26%	21%
CCT chaperon mod	-0.3	2.5	-1.7	-1.8	-11	-1.8
EPAC1 agonist	0%	-4%	-13%	2%	3%	8%
PLK1 PBD inh	?	-1%	1%	-17%	-23%	7.5µM*
MmCpn inh	1%	·	·	0%	-2%	1%
EPAC1 antag	3%	3%	-14%	-10%	-1%	-3%
PI5P4Ka inh	-12	-5	32	-3	?	-18
EPAC2 antag	13%	-7%	2%	3%	-18%	-2%

[7] Cc1ccc(Cl)c(NC(=O)COC(=O)C2CCC2)c1Cl
[8] O=C1C2=C(CCCC2)C(=O)N1c1cccc(OCCBr)c1
[9] C=CCN(CC=C)CCOc1ccccc1F
[10] N#CC1(P(=O)(c2ccccc2)c2ccccc2)CCCC1
[11] CCC(=O)N1CCN=C1SCc1ccccc1
[12] COc1ccc(Cn2nnc3c(C)n[nH]c(=O)c32)cc1
Compound	7	8	9	10	11	12
WRN helicase inh	-11%	-6%	0%	4%	-5%	-10%
CCT chaperon mod	0.1	-0.3	-2.0	-1.3	-0.4	-0.6
EPAC1 agonist	-4%	4%	-2%	-2%	16%	0%
PLK1 PBD inh	6%	-5%	?	0%	-10%	3%
MmCpn inh	1%	?	0%	0%	3%	1%
EPAC1 antag	-9%	-11%	-4%	-1%	5%	-5%
PI5P4Ka inh	-19	1	2	-3	-1	-4
EPAC2 antag	13%	9%	0%	5%	-2%	33%[activator]

[13] COc1ccc(/C=N/NC(=O)C(=O)N2CCN(c3ccccc3OC)CC2)cc1
[14] CCCCN(CC)C(=O)c1ccc(-c2ccccc2)cc1
[15] O=C(COCc1nc2ccccc2c(=O)[nH]1)NC1CCCC1
[16] C#CCOC(=O)Nc1cnccc1C(F)(F)F
[17] CC(C)(C)c1ccc(OCCSc2nc3ccccc3n2CC(=O)O)cc1
[18] CC(=O)Nc1cccc(-c2ccnc3c2CC(C)(C(=O)Nc2cccnc2)O3)c1 (stereo not given)
Compound	13	14	15	16	17	18
WRN helicase inh	-5%	-17%	-13%	3%	-6%	14%
CCT chaperon mod	1.2	-3.3	-1.7	-1.6	2.4	-0.3
EPAC1 agonist	1%	5%	4%	7%	-1%	-12%
PLK1 PBD inh	-1%	-3%	-12%	-4%	-6%	2%
MmCpn inh	0%	0%	3%	0%	-2%	·
EPAC1 antag	-2%	-8%	-16%	-19%	-9%	-3%
PI5P4Ka inh	·	4	·	2	9	5
EPAC2 antag	4%	-3%	-7%	-1%	-15%	14%

[19] CC1C/C(=N/NC(=O)c2cccs2)CC(C)(C)C1 (stereo not given)
[20] Fc1ccc(-c2nc3c(Cl)cc(C(F)(F)F)cn3c2Cl)cc1
[21] CCc1cccc(NC(=O)CCc2c(C)nn(-c3ccc(N4CCOCC4)nn3)c2C)c1
[22] NS(=O)(=O)c1ccc(N2C(=O)C3CC=CCC3C2=O)cc1 (stereo not given)
[23] CCCCN(C(=O)C(C)N1C(=O)c2ccccc2C1=O)c1c(N)n(CCCC)c(=O)[nH]c1=O (stereo not given)
[24] CS(=O)(=O)c1ccc(C(=O)OCC(=O)c2ccc(Cl)s2)cc1
Compound	19	20	21	22	23	24
WRN helicase inh	5%	6%	1%	-5%	-2%	4%
CCT chaperon mod	-4.4	0.7	-5.6	-0.6	0.2	0.8
EPAC1 agonist	11%	0%	-2%	8%	11%	-3%
PLK1 PBD inh	-8%	-3%	-4%	-9%	-8%	-6%
MmCpn inh	0%	0%	2%	-1%	-1%	-1%
EPAC1 antag	17%	10%	17%	?	-19%	10%
PI5P4Ka inh	·	0	1	-5	-11	-21
EPAC2 antag	-8%	2%	3%	3%	-14%	5%

[25] CC1=CC(=O)CC2C1(C)CCC(C)C2(C)CCC(C)CC(=O)O (stereo not given)
[26] CCOC(=O)Cc1csc(NC(=O)CSc2nnc(C3CC3)n2C)n1
[27] CC(=O)Nc1cccc(NC(=O)C2CCCN2C(=O)Nc2cccc(F)c2)c1 (stereo not given)
[28] Cc1ccc(NC2CCCN(C(=O)c3cnc4ccccn4c3=O)C2)cc1C (stereo not given)
[29] O=C1c2ccccc2C(=O)N1c1nc2nccc(-c3ccccc3)n2n1
[30] CCCOC(=O)c1ccc(NC(=O)c2ccccc2[N+](=O)[O-])cc1
Compound	25	26	27	28	29	30
WRN helicase inh	-4%[11.6 µM]	-17%	-16%	5%	6%	-9%
CCT chaperon mod	-0.6	1.9	-3.2	-1.4	-0.7	-0.9
EPAC1 agonist	-11%	-3%	3%	-1%	8%	1%
PLK1 PBD inh	-2%	1%	1%	?	-12%	-7%
MmCpn inh	0%	1%	0%	-4%	-6%	4%
EPAC1 antag	1%	-6%	-10%	12%	10%	14%
PI5P4Ka inh	-12	-3	4	-3	·	-3
EPAC2 antag	-5%	-1%	-14%	11%	0%	-9%

Fetched by compound from above:
[27] CC(=O)Nc1cccc(NC(=O)C2CCCN2C(=O)Nc2cccc(F)c2)c1 (stereo not given)
[30] CCCOC(=O)c1ccc(NC(=O)c2ccccc2[N+](=O)[O-])cc1
Compound	27	30
WRN helicase inh	-16%	-9%
CCT chaperon mod	-3.2	-0.9
EPAC1 agonist	3%	1%
PLK1 PBD inh	1%	-7%
MmCpn inh	0%	4%
EPAC1 antag	-10%	14%
PI5P4Ka inh	4	-3
EPAC2 antag	-14%	-9%

Following part.
[31] COc1ccccc1N(C)S(=O)(=O)c1ccc(C(=O)N2CCCC(C(F)(F)F)C2)cc1 (stereo not given)
[32] Cc1cccc(N=C2SC(C)CN2C(=O)CN2C(=O)NC3(CCCC3)C2=O)c1 (stereo not given)
[33] Cn1cnnc1Sc1ccc(C(=O)OCC(=O)NCC(F)(F)F)cc1[N+](=O)[O-]
[34] COc1ccc(NC(=O)C(=O)NCC2CCCN2S(=O)(=O)c2cc(C)ccc2C)cc1 (stereo not given)
[35] CC1(C)CC(=O)C=C(Nc2ccc(F)cc2)C1
[36] CCCCNC(=O)c1cc(C)nn1-c1ccccc1
Compound	31	32	33	34	35	36
WRN helicase inh	-9%	1%	-3%	4%	1%	1%
CCT chaperon mod	0.0	-0.3	1.0	1.1	-3.5	-0.6
EPAC1 agonist	4%	-1%	6%	-2%	3%	7%
PLK1 PBD inh	-8%	-2%	-4%	0%	-5%	-19%
MmCpn inh	2%	0%	1%	0%	0%	0%
EPAC1 antag	?	-14%	-25%	11%	17%	?
PI5P4Ka inh	-11	-3	3	-3	·	-5
EPAC2 antag	-8%	-11%	-21%	-17%	13%	4%

[37] COc1ccc(NC(=O)CN(C)C2=NS(=O)(=O)c3ccccc32)cc1Cl
[38] COC(=O)c1cccc(C(=O)N2CCCC(CCC(=O)N(C)CCc3ccccn3)C2)c1 (stereo not given)
[39] COc1cccc(NC(=O)COC(=O)CCOc2ccccc2OC)c1
[40] CN(C)S(=O)(=O)c1cccc(NC(=O)c2n[nH]c(=O)c3ccccc23)c1
[41] COc1cccc(CN(C)C(=O)c2ccc3c(=O)n4c(nc3c2)CCC4)c1
[42] CN(C)/C=C/C(=C\C(=O)C(F)(F)F)Nc1ccc(C(F)(F)F)cc1
Compound	37	38	39	40	41	42
WRN helicase inh	-2%	-9%	-1%	-2%[57.1 µM]	5%	-2%
CCT chaperon mod	-3.1	-1.2	0.4	0.7	-1.6	-0.5
EPAC1 agonist	-7%	9%	-4%	3%	-2%	-9%
PLK1 PBD inh	1%	4%	-1%	6%	2%	-1%
MmCpn inh	-1%	2%	2%	0%	1%	2%
EPAC1 antag	1%	-21%	-1%	-1%	-9%	-7%
PI5P4Ka inh	2	0	3	3	4	1
EPAC2 antag	19%	-1%	-1%	-2%	5%	-13%

[43] Cc1ccc(S(=O)(=O)NCCC(c2ccccc2)c2ccccc2)cc1C(=O)O
[44] Nc1cc2c3ccccc3ccc2c2ccccc12
[45] CC[C@@H](NC(=O)[C@H](Cc1ccccc1)NC(=O)CC[C@H]1O[C@@H](n2ccc(=O)[nH]c2=O)[C@H](O)[C@@H]1O)c1ccccc1
[46] COc1cc(/C=N/NC(=O)CSc2ccccn2)ccc1OC(C)C
[47] C[C@H]1CCCCO[C@H](CN(C)C(=O)C2CCCCC2)[C@@H](C)CN([C@@H](C)CO)C(=O)c2cc(NC(=O)NC3CCCCC3)ccc2O1
[48] CC(C)c1nc(SCc2ccccn2)c2c(=O)n(C)c(=O)n(C)c2n1
Compound	43	44	45	46	47	48
WRN helicase inh	-8%	-29%	2%	-2%	2%	-4%
CCT chaperon mod	-1.4	-4.7	0.0	1.3	1.5	-2.3
EPAC1 agonist	1%	1%	-9%	1%	-21%	3%
PLK1 PBD inh	?	4%	-3%	4%	-1%	-14%
MmCpn inh	1%	·	·	0%	·	-4%
EPAC1 antag	0%	0%	16%	10%	-11%	-3%
PI5P4Ka inh	9	15	0	-1	-2	-6
EPAC2 antag	0%	3%	22%	0%	-5%	-17%

By substructure, those above containing bromine
[5] CNC(=S)N/N=C/c1cc(Br)cc(Br)c1O
[8] O=C1C2=C(CCCC2)C(=O)N1c1cccc(OCCBr)c1
Compound	5	8
WRN helicase inh	-26%	-6%
CCT chaperon mod	-11	-0.3
EPAC1 agonist	3%	4%
PLK1 PBD inh	-23%	-5%
MmCpn inh	-2%	?
EPAC1 antag	-1%	-11%
PI5P4Ka inh	?	1
EPAC2 antag	-18%	9%
